Screening results deposited in PubChem BioAssay by National Center for Advancing Translational Sciences (NCATS).
a7 integrin act: activators of alpha7 integrin expression for muscular dystrophy; alpha7betagal myoblasts, beta-gal FDG fluorescence, 48 h; AID 624291; Potency, µM (top dose mostly 38.3 µM), inactives show at the highest dose activation, actives largely listed as activators; 350,000 compounds, 0.064% hits;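 further: potency means the concentration at half of the fitted maximal effect; 100% = response of the positive control SU9516; nearly all actives have a fitted effect of over 60% in size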
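alpha7betagal+/- myoblasts (passage 13, 250/well) treated 48 h at 37C with compounds at 1:260 dilution of DMSO stock. Lysed, then beta-galactosidase activity read as FDG fluorescence (ex 480/em 540) after 30 min, with pre-read for autofluorescence.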
BRCA1 expr up: increases BRCA1 expression; MCF7-BRCA1-FFLuc reporter, luminescence, 48 h; response scale: scaled: vehicle 0%, 10 µM genistein 100%; AID 624202; 380,000 compounds, 1.1% hits; Potency, µM (series often up to 46.1 µM), for inactives: top-dose activation, usual class: activators; further: potency means the concentration at half of the fitted maximal effect; nearly all actives have a fitted effect of over 80% in size; some results filed as inactive show a strong effect at the top dose
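Using MCF7 cells harboring a BRCA1 firefly luciferase reporter, plated 2 h before compound pinning, the screen measured luminescence after 48 h incubation. Responses were normalized to DMSO and 10 microM genistein, then fitted for concentration-effect.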
B2AR arrestin: beta2AR (human) beta-arrestin recruitment activity | P07550 | beta-arrestin recruitment to beta2AR, cell-based reporter | Potency, µM (highest dose often 46.1 µM), for inactives: top-dose activation, hits mostly activators | 330,000 compounds, 0.02% hits | AID 492947;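 further: potency means the concentration at half of the fitted maximal effect; 0% = DMSO controls and full agonism = EC100 isoproterenol or metaproterenol; nearly all actives have a fitted effect of over 65% in size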
Target sequence (P07550 whole entry, looked up): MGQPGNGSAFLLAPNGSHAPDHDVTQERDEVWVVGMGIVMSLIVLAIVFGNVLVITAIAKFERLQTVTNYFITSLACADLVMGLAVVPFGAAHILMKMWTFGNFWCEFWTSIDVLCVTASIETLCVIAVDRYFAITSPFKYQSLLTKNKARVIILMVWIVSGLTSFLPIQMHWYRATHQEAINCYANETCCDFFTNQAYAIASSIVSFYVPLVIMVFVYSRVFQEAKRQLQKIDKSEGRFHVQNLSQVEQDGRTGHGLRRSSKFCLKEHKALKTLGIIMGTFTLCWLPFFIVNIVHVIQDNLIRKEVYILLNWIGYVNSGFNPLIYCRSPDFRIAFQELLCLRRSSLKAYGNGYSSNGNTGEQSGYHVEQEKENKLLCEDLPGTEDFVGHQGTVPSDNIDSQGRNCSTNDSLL
TSG101-PTAP inh: blocks PTAP/TSG101 interaction to inhibit HIV-1 budding | Q99816 | Fluorescence polarization, FITC-PTAP peptide / Tsg101 binding | Potency, µM (doses to about 115 µM), for inactives: top-dose activity change, negative = inhibition, most hits filed as inhibitors | 340,000 tested, under 10 active | AID 493005; active means well fitted inhibition curve with a large enough effect in the main read-out, with a control signal flat, not every such curve was filed as active; inconclusive means small, poorly fitted or top-dose-only effect, or effect the other way, or a change in a side signal; inactive means no such curve, though single readings can be large or run the other way; further: potency means the concentration at half of the fitted maximal effect; % of control where 0% means no effect
Target sequence (Q99816 whole entry, looked up): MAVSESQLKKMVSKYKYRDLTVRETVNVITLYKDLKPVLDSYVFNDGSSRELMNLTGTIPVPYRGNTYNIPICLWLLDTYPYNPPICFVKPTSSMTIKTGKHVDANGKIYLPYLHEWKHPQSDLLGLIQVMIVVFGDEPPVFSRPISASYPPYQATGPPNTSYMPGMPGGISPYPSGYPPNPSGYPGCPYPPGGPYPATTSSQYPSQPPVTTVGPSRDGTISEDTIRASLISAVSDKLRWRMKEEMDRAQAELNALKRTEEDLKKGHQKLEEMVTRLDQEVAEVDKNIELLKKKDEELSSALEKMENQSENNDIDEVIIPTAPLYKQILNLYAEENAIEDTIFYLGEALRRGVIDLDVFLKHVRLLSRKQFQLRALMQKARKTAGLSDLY
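Tsg101 binding domain (10 uM final) was mixed with compound and a FITC-labeled PTAP peptide (50 nM final) in HEPES pH 7.5 buffer with NaCl, Tween 20, EDTA and TCEP; fluorescence polarization was read after 20 min at r.t.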
TRPV1 agonist: agonists of human vanilloid receptor 1 (TRPV1); Q8NER1; TRPV1-expressing cells, Fluo-8 calcium influx, agonist mode; activation, % at 8.33 µM; 320,000 compounds, 0.19% hits; AID 540275; in the data active means activation above about 80%; inconclusive means between about 30% and that limit; further: 0% is about no effect
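TRPV1-expressing cells were cultured overnight at 35.5C and loaded with Fluo-8 calcium dye for 40 to 90 min at room temperature. After a 10 s baseline, compound was added and calcium influx was read kinetically for 3 min (ex 480/em 520 nm).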
p53 reactivator: mutant p53 re-activation in reporter cells. H1299 p53-A138V BP100-luciferase reporter, luminescence, 24 h. Potency, µM (titrated, usually from 92.2 µM), inactives show at the top dose activity change, positive = activation, actives largely listed as activators. 320,000 compounds, 0.063% hits; further: potency means the concentration at half of the fitted maximal effect; % of control where 0% means no effect; nearly all actives have a fitted effect of over 45% in size
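H1299 (p53-null), stable ts p53-A138V + BP100-Luc; 1000 cells/well, Opti-MEM/10% FBS; cpd 4 pt, 1:5; 24 h, 37 deg C, 5% CO2; detection reagent 10 min RT; luminescence.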
AT treatment: candidate therapy for ataxia-telangiectasia. […] A-T fibroblasts, KAP-1 phosphorylation AlphaLISA; neocarzinostatin DNA damage 30 min before lysis. Potency, µM (highest dose often 57.5 µM), for inactives: at the highest dose activation, actives largely listed as activators. 320,000 compounds, 0.19% hits. AID 485349; further: potency means the concentration at half of the fitted maximal effect; % of control where 0% means no effect; nearly all actives have a fitted effect of over 45% in size
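hTERT-immortalized A-T patient fibroblasts ([…]), 500 cells/well in OPTI-MEM, 1% FBS, got compounds for 60 min, then NCS for 30 min at 37C. Lysates were then assayed for phospho-KAP-1 by AlphaLISA (anti-pKAP1 donor, anti-KAP1 acceptor beads), 6 hr at 25C.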
MLL CXXC-DNA inh: MLL CXXC-DNA interaction inhibition; MLL-CXXC / FITC-HOXA9 DNA fluorescence polarization; Potency, µM (titrated, usually from 115 µM), inactives show at the top dose activity change, negative = inhibition, most hits filed as inhibitors; 290,000 compounds, 0.037% hits; active means well fitted inhibition curve with a large enough effect in the polarisation, with a control signal flat, not every such curve was filed as active; inconclusive means small, poorly fitted or top-dose-only effect, or effect the other way, or a change in a side signal; inactive means no such curve, though single readings can be large or run the other way; the % refers to the polarisation; further: potency means the concentration at half of the fitted maximal effect
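Purified MLL-CXXC (added from a 7 uM solution) was preincubated 5 min at ambient with pinned compounds in 50 mM Tris-HCl pH 7.5, 50 mM NaCl, 1 mM DTT, 0.05% BSA. Fluorescein-labeled HOX-A9 DNA (50 nM solution) followed, 30 min, then polarization read.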
ELG1 repair inh: blocks ELG1-dependent DNA repair in HEK293T cells; HEK293T ELG1-luciferase reporter, luminescence, 16 h; DNA damage induced by 5-fluorouridine; Potency, µM (series often up to 46.1 µM), for the others: at the top dose activity change, negative = inhibition, hits mostly inhibitors; 330,000 compounds, 2.3% hits; AID 504467; further: potency means the concentration at half of the fitted maximal effect; on the % scale 0 is the no-effect control and ±100 the full control effect; nearly all actives have a fitted effect of over 55% in size
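DMSO vehicle served as the neutral condition. Each well held 2,000 cells given 5-fluorouridine plus compound; after 16 hr at 37 °C/5% CO2, ONE-Glo was added and luciferase measured 30 min later.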
TCR act: T cell receptor activation; primary human leukocytes, anti-CD3, IL-2 HTRF, 48 h; Potency, µM (titrated, usually from 9.22 µM), for inactives: at the top dose activation of IL-2 secretion, usual class: activators; 330,000 tested, under 10 active; AID 504894; further: % of control where 0% means no effect
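Primary human leukocytes incubated 48 hr with anti-CD3 beads plus compound, without co-stimulation. Secreted IL-2 measured by HTRF (europium cryptate/d2 anti-IL-2 pair, 320 nm excitation, 665 nm emission).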
The depositor's hits bear a star; ? = inconclusive; nt = no result given; [ ] = dose if it differs, or a comment. Unless noted, the call rests on the fitted dose curve; in most records, active means well fitted curve in the direction sought with a large enough effect; inconclusive means small, poorly fitted or top-dose-only effect, or another doubt; inactive means no such curve, though single readings can be large; an effect the other way counts as inactive or inconclusive.

Sequence of screens: a7 integrin act, BRCA1 expr up, B2AR arrestin, TSG101-PTAP inh, TRPV1 agonist, p53 reactivator, AT treatment, MLL CXXC-DNA inh, ELG1 repair inh, TCR act
O=C(CCCn1c(=O)[nH]c2cc(Cl)ccc2c1=O)NCCCN1CCN(c2ccc(F)cc2)CC1
  0%, -24%, 0.0%, -1%, -7, -4%, 5%, -2%, ?, 8%
CCOC(=O)c1c(NC(=O)CCc2ccc(CC)o2)sc(C)c1C
  6%, -39%, 0.3%, -11%, -1, -3%, 30%, 6%, ?, 3%
Cc1ccccc1C(=O)NC1CC2CCCC(C1)N2C(=O)Nc1ccccc1 (configuration not stated)
  22%, -1%, 0.1%, 1%, -4, 7%, 1%, -7%, 7%, -2%
C#CCn1c(C)cc(C)c(S(=O)(=O)c2ccccc2)c1=O
  -8%, 13µM*, 4.0%, -3%, 2, 19%, 6%, -4%, ?, 1%
CCOC(=O)c1[nH]c2ccc(OCC)cc2c1NC(=O)CN1CCN(c2ccccc2)CC1
  0%, -10%, 0.4%, 1%, 8, ?, -1%, 10%, ?, -6%
O=C(c1ccc2c(c1)OCO2)C1CCCN(Cc2ccc3nsnc3c2)C1 (configuration not stated)
  -5%, 0%, 0.3%, -3%, 11, 5%, 1%, -22%, 5%, 2%
CCOC(=O)C1CCN(C(=O)Nc2ccc(OCc3ccccc3)cc2)CC1
  -23%, 7%, 0.4%, 0%, 27, 2%, -14%, -7%, 15%, -2%
CC[N+]1(C)CC2CCC(C)(C1)C2(C)C (configuration not stated)
  1%, -2%, ?, -2%, -6, -1%, 0%, -1%, 7%, 3%
CCOC(=O)CNC(=O)C1COc2ccccc2O1 (configuration not stated)
  9%, 0%, 0.1%, 0%, 0, -2%, -23%, 9%, 0%, 0%
CCCc1ccc2oc(C(=O)N3CCCC3)c(C)c2c1
  26%, ?, -0.6%, -1%, ?, ?, 10%, -4%, ?, nt

Sequence of screens: a7 integrin act, BRCA1 expr up, B2AR arrestin, TSG101-PTAP inh, TRPV1 agonist, p53 reactivator, AT treatment, MLL CXXC-DNA inh, ELG1 repair inh, TCR act
COc1ccc(OC)c(-n2c(SCC(=O)Nc3cccc(S(N)(=O)=O)c3)nc3ccccc3c2=O)c1
  6%, -7%, -0.2%, -5%, nt, -1%, 4%, -3%, ?, -9%
O=C(CC1SC(N2CCCCC2)=NC1=O)Nc1ccc(C(=O)O)cc1 (configuration not stated)
  -31%[inhibitor], 4%, -0.1%, -2%, -1, 3%, 4%, nt, 14%, nt
CC(NC(=O)COC(=O)C1CC2CCCC(C1)C2=O)c1ccccc1 (configuration not stated)
  19%, 10%, -0.1%, -3%, 6, -1%, 1%, nt, 14%, -3%
COc1ccc(CNCc2ccco2)cc1OCc1ccccc1
  -14%, 76%, -0.1%, -10%, -5, ?, nt, 11%, ?, -2%
O=c1c2cnn(-c3ccccc3)c2nc(-c2cccs2)n1-c1ccc(Br)cc1
  11%, 15%, -0.3%, 2%, -4, 2%, 3%, 26%, 12%, -7%
COc1ccc(CNC(=O)COC(=O)C2(C)CC2(Cl)Cl)cc1 (configuration not stated)
  6%, 2%, -0.3%, -2%, nt, 3%, 6%, nt, 0%, -1%
CCSc1nn2c(=O)c3ccccc3nc2s1
  16%, 2.5µM*, 0.2%, -8%, 3, ?, nt, 2%, ?, -2%
COc1ccc(N2CCN(C(=O)CSc3ccccc3N)CC2)cc1
  -13%, -1%, -0.1%, 1%, 2, 5%, -9%, -2%, 11%, 3%
Cc1ccc(C)c(OCC(=O)Nc2ccc(N3CCOCC3)cc2)c1
  -21%, -18%, 0.6%, -1%, 5, -3%, 2%[11.5 µM], 2%, ?, 16%
CC1(C(=O)NC2CCCC2)CCC(=O)N1CCC1=CCCCC1 (configuration not stated)
  15%, -14%, 0.2%, 1%, 10, -5%, 0%, -3%, -4%, -3%

Arranged by molar mass (descending): some entries from above
Sequence of screens: a7 integrin act, BRCA1 expr up, B2AR arrestin, TSG101-PTAP inh, TRPV1 agonist, p53 reactivator, AT treatment, MLL CXXC-DNA inh, ELG1 repair inh, TCR act
COc1ccc(CNC(=O)COC(=O)C2(C)CC2(Cl)Cl)cc1 (configuration not stated)
  6%, 2%, -0.3%, -2%, nt, 3%, 6%, nt, 0%, -1%
Cc1ccc(C)c(OCC(=O)Nc2ccc(N3CCOCC3)cc2)c1
  -21%, -18%, 0.6%, -1%, 5, -3%, 2%[11.5 µM], 2%, ?, 16%
CC1(C(=O)NC2CCCC2)CCC(=O)N1CCC1=CCCCC1 (configuration not stated)
  15%, -14%, 0.2%, 1%, 10, -5%, 0%, -3%, -4%, -3%

The listing picks up, starting 2 compounds before the break.
Sequence of screens: a7 integrin act, BRCA1 expr up, B2AR arrestin, TSG101-PTAP inh, TRPV1 agonist, p53 reactivator, AT treatment, MLL CXXC-DNA inh, ELG1 repair inh, TCR act
Cc1ccc(C)c(OCC(=O)Nc2ccc(N3CCOCC3)cc2)c1
  -21%, -18%, 0.6%, -1%, 5, -3%, 2%[11.5 µM], 2%, ?, 16%
CC1(C(=O)NC2CCCC2)CCC(=O)N1CCC1=CCCCC1 (configuration not stated)
  15%, -14%, 0.2%, 1%, 10, -5%, 0%, -3%, -4%, -3%
CCCCOC(=O)c1ccc(NC(=O)CSCc2n[nH]c(=O)[nH]2)cc1
  19%, 0%, 0.3%, -2%, 3, 1%, 7%, 11%, 8%, 0%
CC1(c2nnc(-c3ccc(F)cc3)o2)CC(c2cccnc2)=NO1 (configuration not stated)
  3%, -6%, nt, -1%, nt, nt, nt, nt, nt, 7%
O=C/C(=C\Nc1ccccn1)c1nc2ccccc2o1
  -1%, -48%, -0.6%, -9%, ?, 26%, nt, -14%, 11%, -1%[46.1 µM]
CCOc1cc(NC(=S)NCC2CCCO2)c(OCC)cc1NC(=O)c1ccc(F)cc1 (configuration not stated)
  -12%, -16%, -0.2%, 1%, -5, -8%, 4%, ?, 13%, 2%
O=C(O)c1ccc(N2C(=O)c3ccc(C(=O)c4cccc([N+](=O)[O-])c4)cc3C2=O)cc1
  5%, 1%, -1.0%, -8%, 2, 4%, -1%, 11%, 6%, 5%
COc1cccc(NC(=O)C2CCC(CNS(=O)(=O)c3ccc4c(c3)CC(C)N4C(C)=O)CC2)c1 (configuration not stated)
  -13%, -54%, -1.2%, -3%, 5, -11%, 12%, 3%, ?, 0%
CCC(C)C(=O)Nc1ccc(S(=O)(=O)Nc2nccs2)cc1 (configuration not stated)
  -17%, -5%, -0.3%, -2%, -1, nt, 1%, -5%, 0%, 0%
Cc1sc2ncnc(OCC(=O)NCC3CCCO3)c2c1C (configuration not stated)
  0%, -4%, -0.8%, -6%, 5, -3%, -4%, 1%, 11%, -3%
Cc1ccc(S(=O)(=O)N2CC(O)CC2C(=O)OCC(=O)c2ccccc2Cl)cc1C (configuration not stated)
  15%, 1%, -0.2%, -2%, -2, 10%, 3%, 5%, ?, -3%[46.1 µM]
CC1(NC(=O)Nc2cccc3ccccc23)CCS(=O)(=O)C1 (configuration not stated)
  -9%, 68%, -0.2%, -10%, 1, 0%, 5%, 6%, 11%, -5%

Sequence of screens: a7 integrin act, BRCA1 expr up, B2AR arrestin, TSG101-PTAP inh, TRPV1 agonist, p53 reactivator, AT treatment, MLL CXXC-DNA inh, ELG1 repair inh, TCR act
CN(C(=O)CS(=O)(=O)c1cn(CC(=O)N2CCOCC2)c2ccccc12)c1ccccc1
  ?, -5%, 0.5%, 1%, -2, 2%, 4%, 1%, -6%, 0%
O=C(O)CN1CCCCC1
  2%, 6%, -0.1%, 3%, -1, 2%, 3%, 4%, -13%, -11%
Cc1ccc(C(=O)C[n+]2cc(Br)cc(Br)c2)cc1[N+](=O)[O-]
  6%, -13%, -0.7%, -1%, 1, -4%, -8%, 0%, 0%, 8%
CN(C(=O)COC(=O)c1ccc2c(c1)OCO2)C1CCCCC1
  16%, 104%, -0.4%, -5%, nt, 29%, 5%, nt, ?, -3%[46.1 µM]
COc1ccc(C(=O)N/C(=C\c2ccco2)C(=O)NCc2cccnc2)cc1
  -19%, 7%, -0.3%, -1%, 8, -6%, 2%, -1%, 12%, 2%[46.1 µM]
COc1ccccc1OCCNC(=O)c1ccc2c(c1)CCC2
  -89%[inhibitor], 11µM*, 0.2%, -3%, 16, ?, 0%, -11%, ?, 0%
CC(=O)c1ccc(NC(=O)Cc2ccsc2)cc1
  8%, 91%, -0.1%, 0%, 7, 18%, 6%, 35%, ?, -5%
Cc1ccc(S(=O)(=O)N(CC(=O)Nc2cccnc2)c2ccccc2C)cc1
  -14%, -8%, 0.3%, 0%, ?, -1%, -1%, 9%, -1%, 11%
